# WRN inhibitor = qHTS for Inhibitors of WRN Helicase; Bifunctional 3'-5' exonuclease/ATP-dependent helicase WRN (Homo sapiens), Q14191; WRN helicase unwinding, fluorescent forked duplex, kinetic; Potency, µM (series often up to 114 µM), without a hit: at the highest dose activity change, negative = inhibition, usual class: inhibitors; 0.46% of 360,000 active; note: potency is the fitted concentration of half-maximal effect; % is set by controls: 0 for no effect and ±100 for the full control effect; nearly all actives have a fitted effect of over 55% in size
#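 Screening of the MLSMR collection measured strand separation of a quenched forked DNA duplex (100 nM) by 20 nM WRN with 2 mM ATP, all final. Compounds were preincubated with enzyme 15 min at room temperature.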
# PI5P4K alpha inh = qHTS for Inhibitors of phosphatidylinositol 5-phosphate 4-kinase (PI5P4K). PI5P4Kalpha enzyme, ADP-Glo luminescence, 60 min; hits give low values. max response, %. 1.2% of 330,000 active. AID 652105, 2013; active = max response of -50% or lower; inconclusive = between -30% and -50%; inactive = -30% or higher; note: value at the top dose of about 77 µM; % is set by controls: 0 for no effect and ±100 for the full control effect
#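 Single end-point luminescence (ADP-Glo) quantified ADP from PI5P4Kalpha turnover; ATP 5 microM final, 1 h at RT, 0.1% CHAPS and 0.28 mM EGTA in HEPES pH 7.4.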
# EPAC1 ag = qHTS for Agonist of cAMP-regulated guanine nucleotide exchange factor 3 (EPAC1): primary screen | Potency, µM (titrated, usually from 154 µM), for the others: at the top dose activation, actives largely listed as activators | 0.073% of 360,000 active | EPAC1 agonist qHTS, biochemical assay; response scale: 100% = response to 6.5 mM cAMP | AID 720707, 2013 | Rap guanine nucleotide exchange factor 3 (Homo sapiens), O95398; note: potency is the fitted concentration of half-maximal effect; nearly all actives have a fitted effect of over 60% in size
#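 EPAC1 100 nM, Rap1B–BODIPY-GDP 250 nM, unlabeled GDP 50 uM; compound titration; 5 min RT; kinetic read ex480/em540 at 5-min intervals ×30 min; data normalized to 6.5 mM cAMP agonist control.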
# EPAC1 antag = qHTS for Antagonist of cAMP-regulated guanine nucleotide exchange factor 3 (EPAC1): primary screen; AID 720709, 2013; Rap guanine nucleotide exchange factor 3 (Homo sapiens), O95398; Potency, µM (highest dose often 115 µM), for the others: at the highest dose activity change, negative = inhibition, hits mostly inhibitors; EPAC1 GEF assay, Rap1b-BODIPY-GDP exchange fluorescence; 0.14% of 360,000 active;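 note: potency is the fitted concentration of half-maximal effect; plate controls were vehicle for no effect and positive control for full effect; nearly all actives have a fitted effect of over 50% in size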
# Mm-Cpn inhibitor = Inhibitors of TCP-1 ring complex (TRiC) of Methanococcus maripaludis (MmCpn): qHTS; 0.031% of 330,000 active; Chaperonin Mm-Cpn (Methanococcus maripaludis); AID 504842, 2011; Potency, µM (highest dose often 76.9 µM), inactives show at the highest dose activity, negative = inhibition, hits mostly inhibitors; purified Mm-Cpn ATPase, ADP Transcreener TR-FRET; note: potency is the fitted concentration of half-maximal effect; % is set by controls: 0 for no effect and ±100 for the full control effect; nearly all actives have a fitted effect of over 80% in size
#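 Purified archaeal chaperonin (25 nM final) was preincubated with compound for 10 min at 37°C, then ATP (10 uM final) was added for 30 min at 37°C in Tris pH 7.4/KCl/MgCl2/DTT buffer. ADP was quantified by HTRF Transcreener TR-FRET.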
# PLK1 PBD block = qHTS for Inhibitors of PLK1-PDB (polo-like kinase 1 - polo-box domain): Primary Screen; Serine/threonine-protein kinase PLK1 (Homo sapiens), P53350; Plk1 PBD binding of FITC phosphopeptide, fluorescence polarization; Potency, µM, without a hit: max response, negative = inhibition, actives largely listed as inhibitors; 2.8% of 360,000 active; AID 720504, 2013; note: potency is the fitted concentration of half-maximal effect; series mostly up to about 57 µM; % is set by controls: 0 for no effect and ±100 for the full control effect; nearly all actives have a fitted effect of over 65% in size
# EPAC2 antagonist = qHTS for Antagonist of cAMP-regulated guanine nucleotide exchange factor 2 (EPAC2): primary screen | EPAC2 GEF exchange of Rap1B-BODIPY-GDP, fluorescence | Potency, µM (series often up to 114 µM), for the others: at the highest dose activity, negative = inhibition, hits mostly inhibitors | 0.18% of 360,000 active; note: potency is the fitted concentration of half-maximal effect; % is set by controls: 0 for no effect and ±100 for the full control effect; nearly all actives have a fitted effect of over 45% in size; many of its hits are not listed in these tables
# Target sequence (Q8WZA2 whole entry, looked up): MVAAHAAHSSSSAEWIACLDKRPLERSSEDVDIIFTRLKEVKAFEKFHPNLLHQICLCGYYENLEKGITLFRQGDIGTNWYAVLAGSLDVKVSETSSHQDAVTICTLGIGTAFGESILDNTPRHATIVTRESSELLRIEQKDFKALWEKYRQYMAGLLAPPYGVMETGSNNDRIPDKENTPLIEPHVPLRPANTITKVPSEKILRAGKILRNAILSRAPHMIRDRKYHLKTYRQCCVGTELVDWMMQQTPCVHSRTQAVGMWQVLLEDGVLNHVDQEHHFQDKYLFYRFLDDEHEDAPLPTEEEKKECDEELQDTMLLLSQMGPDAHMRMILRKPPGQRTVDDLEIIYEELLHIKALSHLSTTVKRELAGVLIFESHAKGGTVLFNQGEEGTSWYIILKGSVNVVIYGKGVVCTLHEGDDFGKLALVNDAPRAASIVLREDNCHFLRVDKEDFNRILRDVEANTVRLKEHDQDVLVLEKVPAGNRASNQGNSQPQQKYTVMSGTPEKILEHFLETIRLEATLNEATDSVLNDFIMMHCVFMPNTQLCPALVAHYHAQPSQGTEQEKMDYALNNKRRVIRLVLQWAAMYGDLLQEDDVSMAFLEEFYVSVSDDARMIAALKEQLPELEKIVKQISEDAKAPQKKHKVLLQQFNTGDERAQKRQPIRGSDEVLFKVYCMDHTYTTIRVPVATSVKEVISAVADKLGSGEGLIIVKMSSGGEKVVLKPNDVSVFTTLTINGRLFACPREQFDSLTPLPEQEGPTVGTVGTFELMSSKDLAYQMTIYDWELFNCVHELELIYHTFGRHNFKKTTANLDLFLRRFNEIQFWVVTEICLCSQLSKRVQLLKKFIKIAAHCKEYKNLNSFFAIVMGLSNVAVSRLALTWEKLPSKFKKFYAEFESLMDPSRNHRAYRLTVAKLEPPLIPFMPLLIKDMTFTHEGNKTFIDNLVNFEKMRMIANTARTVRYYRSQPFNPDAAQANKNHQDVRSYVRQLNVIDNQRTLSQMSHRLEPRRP
# CCT modulator = High-Throughput Screening for Modulators of Cytosolic Chaperonin Activity; purified chaperonin ATPase assay, HTRF ADP detection, 30 min; activity change, % (no concentration beside the values), hits read low; 0.3% of 360,000 active; AID 651819, 2012; in the data active = activity change below about -30%; note: % is set by controls: 0 for no effect and ±100 for the full control effect
#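 Enzyme 40 or 20 nM (batch-dependent) in Tris pH 7.4/KCl/MgCl2/DTT; cpd 76 uM single point; ATP 10 uM; 30 min 37 °C; Transcreener ADP HTRF detection, 30 min RT; ratio 665/615.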
# Active calls of the source: *; ? = inconclusive; nt = not tested or not shown; [ ] = dose if it differs, or a comment. Unless noted, calls come from the whole dose curve; as a rule, active = well fitted curve in the direction sought with a large enough effect; inconclusive = small, poorly fitted or top-dose-only effect, or another doubt; inactive = no such curve, though single readings can be large; an effect the other way counts as inactive or inconclusive. Some of the compounds tested, so the mix of outcomes need not match the whole.
# Values run as follows: WRN inhibitor	PI5P4K alpha inh	EPAC1 ag	EPAC1 antag	Mm-Cpn inhibitor	PLK1 PBD block	EPAC2 antagonist	CCT modulator
1: Cc1ccc(S(=O)(=O)Nc2c(C)n(C)n(-c3ccccc3)c2=O)cc1C(=O)NCc1ccccn1
→ 2%	0	-1%	7%	-5%	-3%	2%	-2.0
2: COCCNC(=O)CSc1n[nH]c(=O)n1CCc1ccccc1
→ 1%	0	4%	1%	-1%	-8%	9%	-24
3: COc1ccc(N2C(=O)[C@@H]3[C@H](C2=O)[C@H]2c4ccccc4C=CN2[C@@H]3C(C)=O)cc1
→ -12%	-12	3%	-8%	1%[15.4 µM]	?	1%	2.6
4: CCCN(CCC)S(=O)(=O)c1ccc(C(=O)Nc2cccnc2)cc1
→ 2%	-1	4%	-10%	1%	-6%	-2%	-0.5
5: O=C(CSc1nnc(NC(=O)C2CCC2)s1)Nc1ccccc1
→ -29%	2	-4%	-21%	2%	-2%	3%	-3.0
6: CCc1cccc(CC)c1NC(=O)COC(=O)CC1c2ccccc2CCN1S(=O)(=O)c1ccc(F)cc1 (stereo not given)
→ 0%	6	4%	-10%	1%	-2%	7%	0.9
7: CCC(=O)n1nc(-c2ccccc2)nc1NCc1ccccc1
→ -16%	nt	8%	6%	1%	2%	0%	0.3
8: CC(C)(C)NC(=O)C1CCCN(S(=O)(=O)c2ccc(-n3cnnn3)cc2)C1 (stereo not given)
→ 6%	-5	-6%	6%	-1%	3%	-4%	-0.9
9: CCN1C(=O)c2cccc3c(N)ccc(c23)C1=O
→ -21%	0	100µM*	68%[activator]	-7%	3µM*	130%[activator]	2.4
10: Cc1cc(C)n2c(Nc3c(C)cccc3C)c(-c3cccnc3)nc2n1
→ -1%	0	7%	13%	nt	-12%	9%	-0.6
11: Cc1cc(=O)oc2c(C)c(OC(C)C(=O)N3CC[C@@]4(O)CCCC[C@H]4C3)ccc12 (stereo not given in full)
→ -1%	2	-3%	1%	-2%	1%	16%	-1.5
12: Oc1ccc(C[C@H]2CNC(=S)N2CC2CCCN2C[C@H](Cc2ccc(O)cc2)N2C[C@H](Cc3ccccc3)N(CC3CCCCCC3)C2=S)cc1 (stereo not given in full)
→ 5%	0	-3%	-11%	nt	-9%	3%	-1.4
13: O=C(NNC(=O)c1ccc(Oc2cc(Cl)cc(Cl)c2)o1)c1ccccc1
→ 3%	1	-10%	-16%	1%	-2%	7%	0.1
14: O=C(OCc1nc2ccccc2s1)c1ccco1
→ 0%	-6	-1%	-21%	0%	-13%	-3%	-6.9
15: CCCCCCCCCCCCCCCC(O)C[N+](C)(C)CCO (stereo not given)
→ -9%	-23	-6%	-9%	nt	-22%	?	-1.0
16: COc1cccc(NC(=O)[C@@H]2CCCN2C(=O)[C@@H]2Cc3ccccc3CN2C(=O)OC(C)(C)C)c1
→ -6%	7	4%	-11%	2%	1%	0%	-2.5
17: O=C(Cc1ccccc1)NC(=S)Nc1cc(C(F)(F)F)ccc1Cl
→ -26%	2	-2%	-9%	2%	-10%	-4%	-4.6
18: CCOC(=O)C1=C(CC)OC(N)=C(C#N)C1c1ccsc1 (stereo not given)
→ -2%	-25	-13%	-2%	-3%	-11%	3%	-4.8
19: Cn1c(CN2CCCC2)nc2cc(NC(=O)Nc3ccccc3)ccc21
→ -7%	nt	11%	11%	3%	-11%	-1%	-6.8
20: Cc1nnc(SCC(=O)Nc2ncc3c(n2)CC(C)(C)CC3=O)s1
→ -12%	3	1%	-9%	-1%	-2%	9%	2.4
21: CC1CC(C)CN(C(=O)COC(=O)Cc2ccc(Cl)cc2)C1 (stereo not given)
→ -3%	4	0%	-2%	-1%	-3%	2%	1.2
22: N#Cc1c(SCC(=O)Nc2nccs2)nc2c(c1-c1ccco1)CCCC2
→ -1%[57.1 µM]	-26	0%	0%	-5%	-10%	0%	-1.2
23: COc1ccc(Nc2ccc(N3C(=O)CC(C)C3=O)cc2[N+](=O)[O-])cn1 (stereo not given)
→ -30%	-15	11%	-33%	0%	-8%	-4%	-1.5
24: Cc1cccn2c(=O)c3cc(C(=O)NC(C)C)c(=N)n(Cc4ccncc4)c3nc12
→ -29%	-6	-10%	-7%	0%	-11%	2%	0.3
25: C=CCc1cccc(CNc2c(C)cc(C)cc2C)c1O
→ 3%	1	-2%	11%	0%	4%	?	1.6
26: CC(C)c1nc(N2CCOCC2)c(C#N)c2c1COC(C)(C)C2
→ 2%	0	3%	12%	1%	-4%	1%	0.0
27: CCN(Cc1ccccc1)C(=O)Cn1cnc2c1c(=O)n(C)c(=O)n2C
→ 3%	nt	3%	8%	-1%	-6%	25%	1.6
28: COc1cc(CNCc2ccc(OC)cc2OC)cc(OC)c1
→ 5%	-1	-6%	1%	-3%	1%	5%	-4.3
29: Cc1onc(-c2c(F)cccc2Cl)c1C(=O)NCCCN1CCOCC1
→ -5%	nt	2%	2%	-5%	-6%	11%	0.5
30: c1nc(N2CCOCC2)c2[nH]cnc2n1
→ 0%	-14	0%	10%	nt	-3%	8%	-2.0
31: Cc1c(Nc2c3ccccc3nc3ccccc23)c(=O)n(-c2ccccc2)n1C
→ -32%	7	0%	7%	1%	-12%	-3%	-5.6
32: O=c1[nH]c(/C=C/c2ccc(Br)cc2)nc2ccccc12
→ 2%	1	-13%	19%	-15%	2%	13%	-0.4
33: COc1ccc2cc(CN(CC3CCCO3)C(=O)Nc3ccccc3OC)c(=O)[nH]c2c1 (stereo not given)
→ -2%	2	1%	-10%	-1%	-9%	-7%	-0.7
34: O=C1OCCC1Sc1nnnn1-c1ccccc1 (stereo not given)
→ 16%[57.1 µM]	-4	-8%	8%	1%	-7%	7%	-1.7
35: CC(C)(C)c1ccc(NC(=O)Nc2ccc3ccccc3n2)cc1
→ 4%	2	-10%	-11%	2%	3%	0%	2.4
36: O=Cc1c(Cl)[nH]c(=O)n1-c1ccccc1
→ -18%	-14	6%	-3%	-19%	?	6%	-5.2
37: Nc1ccc(S(=O)(=O)c2ccccc2)nc1
→ 0%	2	-1%	1%	1%	-1%	14%	-2.6
38: O=C(c1cccc(F)c1)N1CCCc2ccccc21
→ 6%	8	18%	21%	0%	-1%	-3%	-0.5
39: C[C@@H]1CN([C@H](C)CO)S(=O)(=O)c2ccc(C#Cc3cccc(F)c3)cc2O[C@@H]1CN(C)C(=O)CN1CCOCC1
→ 13%	-10	8%	15%	nt	-3%	10%	1.0
40: COc1ccc(NC(=O)c2ccc(S(=O)(=O)C(F)F)cc2)c(OC)c1
→ -4%	0	6%	-5%	0%	-1%	-4%	1.5
41: COc1ccc(NCC(=O)Nc2ccccc2C#N)cc1Cl
→ 1%	nt	1%	8%	0%	-3%	2%	1.3
42: CS(=O)(=O)NCCC1=CCCCC1
→ -2%	5	7%	4%	0%	-8%	2%	-2.1
43: CC(C)(C)OC(=O)N1CCCC(C(=O)Nc2ccc(C(=O)NC3CC3)cc2)C1 (stereo not given)
→ -1%	-1	5%	5%	nt	-6%	-8%	-6.3
44: COc1ccc2c(c1)-c1nc(NC(=O)c3cccs3)sc1CC2
→ -3%	1	-4%	6%	0%	0%	7%	-0.1
45: CC(C)NC(=S)N1CCCN(c2ncccc2[N+](=O)[O-])CC1
→ 12%	0	-3%	6%	0%	-4%	-1%	-5.0
46: Cc1c[n+]([O-])cc(C)c1Oc1ccccc1
→ -5%	7	-10%	16%	2%	0%	2%	0.5
47: COc1cccc2cc(-c3ccccc3)c(=O)oc12
→ -6%	4	2%	-15%	2%	-10%	-8%	1.6
48: Cc1c(C(=O)N2CCN(C/C=C/c3ccccc3)CC2)oc2c(F)cccc12
→ ?	4	?	-11%	-4%	-3%	-16%	-0.6
49: CC(=O)Nc1ccc(-c2csc(Nc3ccccn3)n2)cc1
→ -5%	3	14%	-15%	-1%	-3%	-4%	-0.6
50: Cc1ccc(NC(=O)Cn2ncn3c(cc4ccccc43)c2=O)cc1F
→ -13%	-25	-6%	?	-5%	-5%	-4%	-0.7

# The listing continues.
# Values run as follows: WRN inhibitor	PI5P4K alpha inh	EPAC1 ag	EPAC1 antag	Mm-Cpn inhibitor	PLK1 PBD block	EPAC2 antagonist	CCT modulator
51: COc1ccc(C2(C(=O)N3CCOCC3)CCOCC2)cc1OC
→ -11%	-3	5%	-4%	-6%	-6%	-1%	-2.2
52: COc1ccc(Cl)cc1NC(=O)CN(C)CC(=O)Nc1ccccc1C(F)(F)F
→ -32%	0	-12%	-16%	1%	-2%	-5%	2.7
53: COCCn1c(=S)[nH]c2cc(C(=O)N3CCN(c4ccc(F)cc4)CC3)ccc2c1=O
→ -3%	nt	1%	5%	1%	-11%	0%	-4.1
54: Cc1c(C=O)c2cc(OCc3ccccc3)ccc2n1C
→ 4%	-1	7%	-13%	-2%	-8%	-4%	0.3
55: CC(=NNC(=O)COc1cccc(C)c1)c1cccnc1
→ 2%	-4	-2%	9%	0%	3%	3%	-2.6
56: Cc1cc(C)c[n+](CC(=O)c2ccc(C)c([N+](=O)[O-])c2)c1
→ 1%	1	6%	-6%	-2%	-8%	-1%	2.2
57: COc1cccc(CN(C)CC(=O)Nc2sc3c(c2C#N)CCC3)c1OC
→ 7%	1	4%	0%	-1%	-1%	-2%	-2.6
58: COc1ccccc1N1C(=O)CC1(C#N)c1ccc(OCc2ccccc2)cc1 (stereo not given)
→ -7%	-1	6%	5%	1%	-6%	0%	3.5
59: COc1ccc(C(c2oc(CO)cc(=O)c2O)c2oc(CO)cc(=O)c2O)cc1OC
→ 2%[57.1 µM]	0	-4%	2%	0%	4%	9%	-1.3
60: CC(C)C1OC(CCc2ccccc2)Cc2[nH][nH]c(=O)c21 (stereo not given)
→ -4%	8	-18%	-8%	nt	-6%	2%	-1.3
61: CC(/C=N/NC(=O)Cn1cnc2ccccc21)=C\c1ccccc1
→ -2%	-4	-2%	-9%	1%	-12%	3%	-7.3
62: Cc1c(N=Cc2ccco2)c(=O)n(-c2ccccc2)n1C
→ -22%[57.1 µM]	-14	-12%	-3%	2%	-4%	1%	-1.4

# Bioassay records deposited in PubChem by National Center for Advancing Translational Sciences (NCATS).
